Lipid storage S3 – qHTS Assay for Lipid Storage Modulators in Drosophila S3 Cells; Drosophila S3 cells, BODIPY lipid droplet fluorescence, 18-24 h; cells fed with added oleic acid; lipid storage change, negative = inhibition, % at the top dose, mostly 46.1 µM; hits show Potency in µM; 320,000 tested, 0.64% active; AID 2685; active = well fitted inhibition curve with a large enough effect in the signal ratio, with a control signal flat, not every such curve was filed as active; inconclusive = small, poorly fitted or top-dose-only effect, or effect the other way, or a change in a side signal; the % refers to the signal ratio
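Drosophila S3 cells loaded with oleic acid (400 uM, as added) and compounds at several concentrations; lipid droplets imaged by 488-nm laser-scanning cytometry, 500–530 nm intensity and object ratio to cell channel. Percent activity normalized to 20 uM Triacsin C.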
Lipid storage S3 cell count max – recorded beside Lipid storage S3, whose call it bears; cell number change, %; measured here: cell count max response;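 cells counted by Cell Tracker Red CMTPX staining in the red channel; peak over a dose series mostly up to 46.1 µM; percent activity relative to internal control wells on each plate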
The depositor's hits bear a star; [ ] = dose if it differs, or a comment. % is set by controls: 0 for no effect and ±100 for the full control effect; potency is the fitted concentration of half-maximal effect. A portion of the library; the hit share may differ from the screen's.

How did O=C(c1cc2cc(Cl)ccc2[nH]1)N1CCc2ccccc2C1 do in these assays?
Lipid storage S3: -10.9%; Lipid storage S3 cell count max: 15.0

What do the screens show for `Cc1ccc(C)c(OCCC(=O)N(C)CC(=O)Nc2c(C)cccc2C)c1`?
Lipid storage S3: inconclusive

What do the screens show for `CC(=O)c1ccc(N2CCN(CC(=O)Nc3ccc4c(c3)OCCO4)CC2)cc1`?
Lipid storage S3: -23.3%[0.369 µM]; Lipid storage S3 cell count max: -12.6

Results for CN(CCO)c1nc2c(c(=O)n(Cc3ccc(Cl)cc3)c(=O)n2C)n1C ?
Lipid storage S3: inconclusive

What do the screens show for `CCN1C(=O)[C@@H]2[C@@H](c3ccc(-c4ccc(C(C)=O)cc4)c(OC)c3)N3CCCC[C@@]3(C(=O)OC)[C@@H]2C1=O`?
Lipid storage S3: inconclusive

What do the screens show for `Cc1ccc(-n2nc3c(=O)n(CCCC(=O)NCc4cccc(F)c4)nc(C)c3c2C)cc1`?
Lipid storage S3: inconclusive

What do the screens show for `CC(C)(C)c1ccc(S(=O)(=O)NCCOCC(F)(F)C(F)F)cc1`?
Lipid storage S3: inconclusive

How did CC(C)Oc1ccc(C(CC(=O)O)Cc2ccccc2)cc1 (stereo not drawn) do in these assays?
Lipid storage S3: inconclusive

What do the screens show for `Cc1nc2ccccc2c(=O)n1C1CCCCCC1`?
Lipid storage S3: inconclusive

What do the screens show for `Nc1ccc2ncccc2c1N`?
Lipid storage S3: 3.6%; Lipid storage S3 cell count max: -5.9

How did CCN(CC(=O)Nc1ccccc1OC)C(=O)CSCc1ccc(C)cc1 do in these assays?
Lipid storage S3: inconclusive

What do the screens show for `CN(C)C(CNc1ncnc2sc3c(c12)CCCCC3)c1ccco1` (stereo not drawn)?
Lipid storage S3: 8.2%; Lipid storage S3 cell count max: 5.3

How did C=CCN1C(=O)C(O)(CC(=O)c2ccc(Cl)cc2)c2ccccc21 (stereo not drawn) do in these assays?
Lipid storage S3: inconclusive

What do the screens show for `C[C@@H](O)c1nc2ccccc2n1N`?
Lipid storage S3: -0.3%; Lipid storage S3 cell count max: 0.3

What do the screens show for `Cc1cc(O)c(C)c(O)c1/C=N/NC(=O)c1cccnc1`?
Lipid storage S3: inconclusive

How did O=C(CCNC(=O)c1ccccc1Cl)NC1=NCCS1 do in these assays?
Lipid storage S3: inconclusive

What do the screens show for `Cc1cc(C)nc(-n2nc(C)cc2NC(=O)c2ccc(S(=O)(=O)N3CCOCC3)cc2)n1`?
Lipid storage S3: inconclusive

How did CNC(=S)N(CCc1c(C)[nH]c2ccccc12)Cc1ccco1 do in these assays?
Lipid storage S3: inconclusive

What do the screens show for `O=C(N/C(=C/c1ccc2c(c1)OCO2)C(=O)N1CCOCC1)c1cccs1`?
Lipid storage S3: 8.0%; Lipid storage S3 cell count max: 10.8

What do the screens show for `CC1=CC(C)(C)N(C(=O)CN2C(=O)c3ccccc3C2=O)c2ccccc21`?
Lipid storage S3: inactive

What do the screens show for `CN(CCO)C(=O)c1cccc2c1-c1ccccc1C2=O`?
Lipid storage S3: inconclusive

What do the screens show for `CN(CC(=O)NCCN1CCN(Cc2ccccc2)CC1)S(=O)(=O)c1cccc2nsnc12`?
Lipid storage S3: -4.2%; Lipid storage S3 cell count max: 3.2

What do the screens show for `O=C(O)c1ccc(NC(=O)C2C3CCC(O3)C2C(=O)O)cc1` (stereo not drawn)?
Lipid storage S3: inconclusive

How did CCCCOc1ccc(S(=O)(=O)Nc2cc(OC)ccc2OC)cc1 do in these assays?
Lipid storage S3: inconclusive

Results for O=[N+]([O-])c1cccc(-n2cccc2/C=N/Nc2nc(N3CCCCC3)nc(N3CCCCC3)n2)c1 ?
Lipid storage S3: -3.9%; Lipid storage S3 cell count max: 5.5

How did CC(/C=C1\SC(=O)N(CC(=O)Nc2cccc(O)c2)C1=O)=C\c1ccccc1 do in these assays?
Lipid storage S3: inactive

How did CN(C)/N=C1\C(=O)N(CN2CCN(c3ccccc3)CC2)c2ccccc21 do in these assays?
Lipid storage S3: 11.7%; Lipid storage S3 cell count max: -12.6

How did COCC1CCCCC1OS(N)(=O)=O (stereo not drawn) do in these assays?
Lipid storage S3: inactive; Lipid storage S3 cell count max: 24.6

Results for O=C(C1=C[C@H](c2ccc(C(F)(F)F)cc2)C[C@H](OCCCCO)O1)N1CCN(Cc2ccccc2)CC1 ?
Lipid storage S3: 3.2%

Results for CC(=O)Nc1c(Cl)n(C(C)=O)c2ccccc12 ?
Lipid storage S3: inconclusive

What do the screens show for `OCCC1CN(Cc2nc3ccccc3s2)CCN1CCc1ccccc1` (stereo not drawn)?
Lipid storage S3: 0.3%; Lipid storage S3 cell count max: 0.8

How did CC1=CC2=NC(=O)CC(C)(C(=O)N(CC(=O)NC3CCCC3)Cc3ccccc3)N2C=C1 (stereo not drawn) do in these assays?
Lipid storage S3: inconclusive

Results for CC(=O)N1CCc2cc(S(=O)(=O)CCC(=O)N3CCN(c4ccccc4F)CC3)ccc21 ?
Lipid storage S3: inconclusive

What do the screens show for `COc1cc(Cl)ccc1OCc1cc(C(=O)N2C[C@]3(C)C[C@H]2CC(C)(C)C3)no1`?
Lipid storage S3: inconclusive

How did Clc1ccc(/C=C/c2nc3ccccc3[nH]2)c(Cl)c1 do in these assays?
Lipid storage S3: inconclusive

Results for O=C(CSc1nn(-c2ccc(Cl)cc2)c(=S)s1)N1CCN(C(=O)c2ccco2)CC1 ?
Lipid storage S3: inconclusive

What do the screens show for `Cc1nc(-c2ccc(NS(C)(=O)=O)cc2)cs1`?
Lipid storage S3: inconclusive

What do the screens show for `Cc1nn(CCOc2ccccc2)c(=O)n1-c1ccccc1F`?
Lipid storage S3: inconclusive

What do the screens show for `CCC(OC(=O)C(CC(C)C)NC(=O)c1ccccc1)C(=O)Nc1nnc(C)s1` (stereo not drawn)?
Lipid storage S3: inconclusive

How did CC(=O)NC(c1ccccc1)c1cc([N+](=O)[O-])c2cccnc2c1O (stereo not drawn) do in these assays?
Lipid storage S3: inactive; Lipid storage S3 cell count max: 1.3

What do the screens show for `COCCNC(=O)c1onc(CSc2ccc(F)cc2)c1C(=O)NCCOC`?
Lipid storage S3: inconclusive

How did O=C(NNC(=O)c1cc([N+](=O)[O-])ccc1Cl)c1cccnc1 do in these assays?
Lipid storage S3: inconclusive

Results for Cc1cccn2c(CNCCc3ccco3)c(C(=O)N3CCOCC3)nc12 ?
Lipid storage S3: inactive; Lipid storage S3 cell count max: -12.2

Results for CCCC(NC(=O)C(C)N1CCN(S(=O)(=O)c2ccccc2)CC1)c1ccccc1 (stereo not drawn) ?
Lipid storage S3: 5.6%; Lipid storage S3 cell count max: -9.5

What do the screens show for `CCc1ccc(CN2CCC(n3nccc3NC(=O)Cc3ccccc3)CC2)o1`?
Lipid storage S3: inconclusive

What do the screens show for `CCn1c(Cc2ccc(OC)cc2)nnc1SCc1nc2ccccc2c(=O)[nH]1`?
Lipid storage S3: inconclusive

What do the screens show for `O=C(CSc1n[nH]c(=O)n1-c1ccc2c(c1)OCCO2)Nc1ccccc1`?
Lipid storage S3: inconclusive

Results for Cc1ccc2c(CNCc3ccco3)cc(=O)oc2c1 ?
Lipid storage S3: 11.7%; Lipid storage S3 cell count max: 11.7

What do the screens show for `COC(=O)COc1cccc(-n2cnnn2)c1`?
Lipid storage S3: inconclusive

Results for C=CCN1CCN(C(CC(C)C)c2nnnn2CCOC)CC1 (stereo not drawn) ?
Lipid storage S3: inconclusive

What do the screens show for `O=C(CCC(=O)Nc1ccccc1Cl)N/N=C/c1ccccc1`?
Lipid storage S3: -8.0%; Lipid storage S3 cell count max: -3.0

How did COc1ccc(NC(=O)CN(C)C(=O)CNC(=O)C2CCCCC2)cc1 do in these assays?
Lipid storage S3: inactive; Lipid storage S3 cell count max: -24.2

How did COc1ccc(-c2cc(C(F)F)n3ncc(C(=O)N4CCN(C)CC4)c3n2)cc1 do in these assays?
Lipid storage S3: 2.2%; Lipid storage S3 cell count max: -3.7

Results for CC1c2c([nH]c3ccccc23)CCC1C(=O)O (stereo not drawn) ?
Lipid storage S3: inconclusive

Results for COC(=O)Cc1c(C)nc2nc(-c3ccco3)[nH]n2c1=O ?
Lipid storage S3: 0.4%; Lipid storage S3 cell count max: -4.4

What do the screens show for `CCN(CC)CCCNC(=O)c1ccc(S(=O)(=O)Nc2ccc(C)c(C)c2)cc1`?
Lipid storage S3: inconclusive

Results for O=C(NCC1CCCO1)c1cc(C(=O)c2ccc(Cl)cc2Cl)c[nH]1 (stereo not drawn) ?
Lipid storage S3: -11.9%; Lipid storage S3 cell count max: 40.7

Results for COc1cc2nc(NC(=O)c3ccco3)sc(=O)c2cc1OC ?
Lipid storage S3: 18.8%

Results for CCC(=O)Nc1c2c(nn1-c1ccc(OC)cc1)CS(=O)C2 (stereo not drawn) ?
Lipid storage S3: -15.0%; Lipid storage S3 cell count max: -17.0

Results for COc1ccc(CNC(=S)Nc2cc(OC)ccc2OC)cc1 ?
Lipid storage S3: inconclusive

A run of entries from the list above, for reference:
Results for Cc1ccc2c(CNCc3ccco3)cc(=O)oc2c1 ?
Lipid storage S3: 11.7%; Lipid storage S3 cell count max: 11.7

What do the screens show for `COC(=O)COc1cccc(-n2cnnn2)c1`?
Lipid storage S3: inconclusive

Results for C=CCN1CCN(C(CC(C)C)c2nnnn2CCOC)CC1 (stereo not drawn) ?
Lipid storage S3: inconclusive

What do the screens show for `O=C(CCC(=O)Nc1ccccc1Cl)N/N=C/c1ccccc1`?
Lipid storage S3: -8.0%; Lipid storage S3 cell count max: -3.0

How did COc1ccc(NC(=O)CN(C)C(=O)CNC(=O)C2CCCCC2)cc1 do in these assays?
Lipid storage S3: inactive; Lipid storage S3 cell count max: -24.2

How did COc1ccc(-c2cc(C(F)F)n3ncc(C(=O)N4CCN(C)CC4)c3n2)cc1 do in these assays?
Lipid storage S3: 2.2%; Lipid storage S3 cell count max: -3.7

Results for CC1c2c([nH]c3ccccc23)CCC1C(=O)O (stereo not drawn) ?
Lipid storage S3: inconclusive

Results for COC(=O)Cc1c(C)nc2nc(-c3ccco3)[nH]n2c1=O ?
Lipid storage S3: 0.4%; Lipid storage S3 cell count max: -4.4

What do the screens show for `CCN(CC)CCCNC(=O)c1ccc(S(=O)(=O)Nc2ccc(C)c(C)c2)cc1`?
Lipid storage S3: inconclusive

Results for O=C(NCC1CCCO1)c1cc(C(=O)c2ccc(Cl)cc2Cl)c[nH]1 (stereo not drawn) ?
Lipid storage S3: -11.9%; Lipid storage S3 cell count max: 40.7

Further compounds follow:
Results for CC(C)c1ccc(OCCCN2CCCC2)cc1 ?
Lipid storage S3: -5.1%; Lipid storage S3 cell count max: 0.7

What do the screens show for `Cc1ccnc(NC(=O)c2ccc([N+](=O)[O-])o2)c1`?
Lipid storage S3: inconclusive

Results for O=C(Nc1ccc(F)cc1F)N1CCN(C/C=C/c2ccccc2)CC1 ?
Lipid storage S3: -10.0%; Lipid storage S3 cell count max: -6.4

Results for S=C1SCN(Cc2ccccc2)CN1Cc1ccccc1 ?
Lipid storage S3: inconclusive

Results for CCCn1c(O)c(N=NC(=O)CNC(=O)Cc2ccc(OC)cc2)c2ccccc21 ?
Lipid storage S3: inactive; Lipid storage S3 cell count max: -5.6

What do the screens show for `O=C(Cn1cnc2sc3c(c2c1=O)CCCC3)NCC(=O)Nc1c(F)cccc1F`?
Lipid storage S3: inactive; Lipid storage S3 cell count max: -5.3

Results for O=C(c1cccs1)N1CCN=C1SCc1ccccc1F ?
Lipid storage S3: 13.7%; Lipid storage S3 cell count max: 23.8

What do the screens show for `CC(C)OC(=O)c1cc2c(ccn2C)n1CC(=O)N(Cc1ccccc1)c1ccccc1`?
Lipid storage S3: inconclusive

What do the screens show for `CC(=O)OC1=Cc2c(ccc3ccc(=O)oc23)OC1(C)C`?
Lipid storage S3: inconclusive

What do the screens show for `O=C(Nc1cccc2c1C(=O)NC2=O)c1ccccc1[N+](=O)[O-]`?
Lipid storage S3: -4.6%; Lipid storage S3 cell count max: -6.2

What do the screens show for `COCCNC(=O)c1ccc(-n2c(SCc3ccncc3)nc3ccccc3c2=O)cc1`?
Lipid storage S3: 12.2%

Results for CN(C(=O)c1cccc(C#N)c1)c1nnc(-c2ccncc2)s1 ?
Lipid storage S3: -6.2%; Lipid storage S3 cell count max: -0.6

What do the screens show for `O=c1cc(-c2ccco2)nc(SCc2cccc(Cl)c2)[nH]1`?
Lipid storage S3: inactive; Lipid storage S3 cell count max: -10.6

What do the screens show for `CC(=O)Oc1ccccc1/C=C/c1ccc2ccccc2[n+]1C`?
Lipid storage S3: inconclusive

Results for COc1ccc([N+](=O)[O-])cc1NC(=O)CCSCCc1ccccn1 ?
Lipid storage S3: 4.6%; Lipid storage S3 cell count max: -1.3

Results for Fc1cccc(Nc2nc(N3CCOCC3)nc(N3CCOCC3)n2)c1 ?
Lipid storage S3: 11.7%; Lipid storage S3 cell count max: 21.4

What do the screens show for `Cc1cc(C)cc(OCC(=O)N/N=C/c2ccccn2)c1`?
Lipid storage S3: -10.0%; Lipid storage S3 cell count max: -19.7

How did CN(c1ccc(O)cc1)c1nc(-c2ccccc2)cs1 do in these assays?
Lipid storage S3: inconclusive

What do the screens show for `CCOC(=O)c1sc2nc(SCC(=O)N(CC)CC)n(CCCN3CCCC3=O)c(=O)c2c1C`?
Lipid storage S3: 0.2%; Lipid storage S3 cell count max: -6.5

Results for CN(C)C(=O)c1cc([N+](=O)[O-])cc([N+](=O)[O-])c1N(C)C ?
Lipid storage S3: inconclusive

How did O=C(O)CNC(=O)c1ccc(N2CCOCC2)cc1[N+](=O)[O-] do in these assays?
Lipid storage S3: inconclusive

How did N#CC1(NC(=O)COC(=O)c2nccnc2N)CCCCC1 do in these assays?
Lipid storage S3: inconclusive
